# Source: PubChem BioAssay
# Avidin bead fluor – green autofluorescence of compounds with avidin beads – biophysical, 488/530 nm, flow cytometry, artefact control, profiling panel; compound fluorescence 488/530 nm; hits give high values; fluorescence (KMESF) at 10 µM; hit rate 0.38% among 220,000; in the data active = fluorescence above about 47; note: inactives centre near 10
# Rac1 wt GTP bind – wildtype Rac1 GTP binding modulators, primary screen, biochemical, GST-Rac1 beads, flow cytometry, multiplex | fluorescent GTP binding; actives lie on both sides; 0 = cold GTP competed, 100 = untreated | GTP binding activity (% of control), % at 10 µM | hit rate 0.27% among 190,000 | AID 757, 2007;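 active = GTP binding activity at least 20 points away from the 100% control level, either lower or higher; inconclusive = compound flagged as likely green fluorescent, judged across all proteins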
# Mcl1-Noxa inh – Mcl-1/Noxa binding inhibitors, primary screen, biochemical, TR-FRET, 1536-well | Induced myeloid leukemia cell differentiation protein Mcl-1 (Homo sapiens), Q07820 | TR-FRET Mcl-1/Noxa peptide binding, 2 h | inhibition, % at 21.7 µM | hit rate 1.5% among 220,000 | AID 1022, 2008;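 active = compounds that cut the protein-peptide binding signal by more than 50% relative to plate controls in a single-dose test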;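 note: His-tagged Mcl-1 with rhodamine Noxa BH3 peptide and terbium anti-His antibody; 0% = Mcl-1 plus Noxa peptide wells and 100% = peptide-only wells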
# Target sequence (Q07820 whole entry, looked up): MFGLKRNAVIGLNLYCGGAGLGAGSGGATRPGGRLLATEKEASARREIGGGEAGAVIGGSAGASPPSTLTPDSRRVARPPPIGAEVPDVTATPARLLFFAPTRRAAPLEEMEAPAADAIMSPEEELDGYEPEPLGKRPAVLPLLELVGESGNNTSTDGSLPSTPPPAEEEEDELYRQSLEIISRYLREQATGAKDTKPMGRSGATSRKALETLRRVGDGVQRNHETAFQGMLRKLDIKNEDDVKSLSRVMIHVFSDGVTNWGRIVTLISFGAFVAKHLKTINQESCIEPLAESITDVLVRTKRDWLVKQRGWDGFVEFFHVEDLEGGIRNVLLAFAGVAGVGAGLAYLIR
# HRas wt GTP bind – modulators of GTP binding to HRas wildtype, primary screen, biochemical, bead-based flow cytometry, multiplex; GTPase HRas (Homo sapiens), P01112; GST-Ras wt beads, Bodipy-FL-GTP binding; actives lie on both sides; GTP binding activity, % at 10 µM; hit rate 0.14% among 190,000;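 active = GTP binding activity at least 20% away from the 100% baseline, either lowered as inhibitor or raised as activator; inconclusive = flagged as likely green fluorescent, judged across all proteins in the well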;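 note: 0% = unlabeled GTP competition control and 100% = no-compound control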
# Target sequence (P01112 whole entry, looked up): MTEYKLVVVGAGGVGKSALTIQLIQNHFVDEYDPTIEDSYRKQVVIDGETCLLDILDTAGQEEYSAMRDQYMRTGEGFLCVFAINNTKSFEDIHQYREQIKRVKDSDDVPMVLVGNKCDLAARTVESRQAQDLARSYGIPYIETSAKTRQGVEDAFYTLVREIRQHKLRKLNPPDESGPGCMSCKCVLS
# Rab2A wt mod – modulators of GTP binding to Rab2A wildtype, primary screen, biochemical, dog, bead-based flow cytometry, multiplex. hit rate 0.19% among 190,000. GST-Rab2 wt beads, Bodipy-GTP binding. Ras-related protein Rab-2A (Canis lupus familiaris), P61105. GTP binding activity, % at 10 µM;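 active = GTP binding activity at least 20 points away from 100%, either lowered or raised; inconclusive = signal likely due to the compound's own green fluorescence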;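 note: 0% = beads with excess unlabeled GTP and 100% = no-compound control corrected for plate trend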
# Pf gamet viab – late stage P. falciparum gametocyte viability inhibitors, primary screen, ATP luminescence, HTS | P. falciparum stage V gametocytes, 24 h | inhibition, % at 10.9 µM | hit rate 0.065% among 150,000 | AID 743093, 2013;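 active = inhibition above the mean plus 3 SD of compounds within the control limits, set per campaign, cut at about 38% in these data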;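 note: 0% = DMSO wells and 100% = medium only without gametocytes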
# Mcl1-Bid inh – Mcl-1/Bid binding inhibitors, primary screen, biochemical, TR-FRET, 1536-well. Induced myeloid leukemia cell differentiation protein Mcl-1 (Homo sapiens), Q07820. hit rate 0.97% among 220,000. inhibition, % at 21.7 µM. TR-FRET Mcl-1/Bid-Dy647 peptide binding;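 active = compounds that cut the binding signal by more than half at the single screening dose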;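 note: His-tagged Mcl-1 with europium anti-His antibody binding Bid BH3 peptide; 0% = Mcl-1 plus peptide wells and 100% = peptide-only wells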
# Cdc42 wt GTP – modulators of GTP binding to wildtype Cdc42, primary screen, biochemical, multiplex bead flow cytometry, Bodipy-GTP; Cell division control protein 42 homolog (Homo sapiens), P60953; GST-Cdc42 beads; actives lie on both sides; percent activity (GTP binding), % at 10 µM; hit rate 0.2% among 190,000; AID 761, 2007;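 active = percent activity GTP binding at least 20 points away from the 100% baseline, either down as inhibitor or up as activator; inconclusive = compound flagged as likely green fluorescent from well-wide comparison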;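 note: median bead fluorescence of bound Bodipy-FL-GTP at 100 nM; 0% = excess unlabeled GTP control and 100% = no compound control; below 100% means less GTP binding so inhibitor and above means activator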
# Target sequence (P60953 whole entry, looked up): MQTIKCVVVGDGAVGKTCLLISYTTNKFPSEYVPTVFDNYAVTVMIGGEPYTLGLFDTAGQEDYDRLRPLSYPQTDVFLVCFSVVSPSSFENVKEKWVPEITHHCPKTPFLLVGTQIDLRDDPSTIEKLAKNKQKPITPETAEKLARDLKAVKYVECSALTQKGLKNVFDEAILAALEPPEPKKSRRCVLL
# Bim-Mcl-1 – inhibitors of Bim peptide binding to Mcl-1, primary screen, biochemical, bead-based flow cytometry, multiplex; Bim peptide-Mcl-1 binding; inhibition, % at 10 µM; hit rate 0.1% among 190,000; in the data active = inhibition above about 40%;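 note: 0% = no compound tracer wells and 100% = peptide blocker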
# Rac1 act GTP bind – GTP binding modulators of activated mutant Rac1, primary screen, biochemical, bead-based flow cytometry, multiplex, fluorescent GTP | Ras-related C3 botulinum toxin substrate 1 (Homo sapiens), P63000 | GST-Rac1 activated beads; actives lie on both sides; 100% means binding = to untreated wells | percent activity (GTP binding), % at 10 µM | hit rate 0.11% among 190,000 | AID 764, 2007;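 active = GTP binding at least 20 percentage points away from the 100% baseline, in either direction, so actives lie on both sides; inconclusive = Compound likely fluorescent itself, or too few beads counted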
# Rab7 wt modul – modulators of GTP binding to Rab7, primary screen, biochemical, wildtype, multiplex bead flow cytometry; Rab7 GTPase wild type (dog), Bodipy-FL-GTP binding; GST-Rab7 beads, fluorescent GTP binding; actives lie on both sides; untreated = 100%, excess cold GTP = 0%; GTP binding activity (percent of control), % at 10 µM; hit rate 0.055% among 190,000; AID 758, 2007;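 active = fluorescent GTP binding to Rab7 beads changed by at least 20 points from the 100% baseline, either direction, mostly lower; inconclusive = compound itself probably fluorescent, or too few beads counted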;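 note: median green fluorescence of bound Bodipy-FL-GTP per Rab7 bead population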
# An asterisk follows results filed as active; ? = inconclusive; . = not tested or not shown.
SMILES,Avidin bead fluor,Rac1 wt GTP bind,Mcl1-Noxa inh,HRas wt GTP bind,Rab2A wt mod,Pf gamet viab,Mcl1-Bid inh,Cdc42 wt GTP,Bim-Mcl-1,Rac1 act GTP bind,Rab7 wt modul
S=c1[nH]nc([C@@H]2C[C@H]2c2ccccc2)n1-c1ccccc1,16,100,29,98,97,32,-38,101,-5,98,100
CCN(CC)S(=O)(=O)c1ccc(NC(=O)CCC2CCCCC2)cc1,9,102,-4,102,99,.,-12,102,3,99,99
O=c1cc(NCc2ccco2)[nH]c(=O)n1-c1ccc(Br)cc1,29,116,18,103,101,.,-18,106,-4,103,104
O=C(Nc1cccc(S(=O)(=O)N2CCCCC2)c1)c1ccc2c(c1)OCO2,2,91,25,95,90,22,-16,96,-2,97,95
CC/C(=N\NC(=S)Nc1ccc(OC)cc1)c1ccc(OC(F)F)cc1,24,100,-84,100,98,.,-117,101,-8,100,98
CCCCN(C)C1=CC2=CC(=C(C#N)C#N)CCC2CC1 (centres undefined),68*,?,2,?,?,12,-30,?,.,?,?
CCOc1ccc(NC(=S)NN2C(C)CCCC2C)cc1 (centres undefined),15,102,25,100,101,-7,57*,98,-8,102,96
O=C(Nc1ccc2oc(=O)ccc2c1)c1ccc(-c2ccc(Cl)cc2)o1,16,103,-15,97,100,.,56*,102,-7,96,101
Cc1ccc(CSc2ncnc3c2cnn3Cc2ccccc2)cc1C,7,107,3,103,105,-11,5,106,0,101,103
COc1ccccc1-n1cnnc1SC1CCOC1=O (centres undefined),6,104,-8,101,101,22,-7,104,-1,99,101
CCCOC(=O)/C(=C\c1ccc([N+](=O)[O-])o1)NC(=O)c1ccccc1,6,103,21,100,99,.,-19,99,-4,99,92
Cc1sc(-n2c(C)cc(/C=C3\SC(=S)NC3=O)c2C)c(C#N)c1C,28,96,75*,101,96,17,-56,97,0,93,100
O=C(O)Cc1cn(Cc2cccc(Cl)c2)c2ccccc12,26,94,-2,95,94,18,-37,92,0,95,102
c1ccc2c(CCNc3ncnc4nc[nH]c34)c[nH]c2c1,6,103,8,100,100,.,-31,100,-1,101,102
O=C(OCc1cc2ccccc2[nH]c1=O)c1ccncc1,32,110,12,102,102,.,0,106,-6,102,99
COCCNC(=O)C12CC3CC(C1)CC(c1ccccc1)(C3)C2,13,101,16,98,99,-1,-27,105,0,98,100
Cc1nnc(-c2cnn(C)c2N)n1Cc1ccc2c(c1)OCO2,8,97,24,94,93,-8,-16,95,0,94,94
COC(=O)C(Cc1cnc(Cl)s1)(C(=O)OC)c1ccccc1[N+](=O)[O-],6,108,12,104,105,.,-23,104,-1,103,101
COc1cc(C)c(CNc2cccc(C)c2)cc1C,10,?,22,?,?,3,29,?,1,?,?
Cc1cc(C)n2nc(C(=O)Nc3nccs3)nc2n1,12,106,10,102,101,.,-5,104,-7,102,100
Cc1ccc(CNc2ccc(CNc3ncn[nH]3)cc2)cc1,5,106,11,103,102,.,-14,104,0,101,101
O=C(O)CCCC(=O)Nc1cccc(C(=O)Nc2ccccc2C(=O)O)c1,6,96,29,97,97,-11,82*,95,0,94,107
COc1ccc(S(=O)(=O)N2CCOCC2)cc1NC(=O)CN1CCCCCC1,20,98,3,99,99,-26,-17,97,-4,97,104
Cc1nnc(NC(=O)c2cccc(F)c2)s1,6,92,14,93,93,.,20,94,-4,91,96
CCOC(=O)n1c(=O)n(C)c2ccc(Br)cc21,10,96,-1,91,95,-15,-10,89,4,93,99
N#Cc1ccccc1Cn1c(=O)n(C2CCCC2)c(=O)c2ccccc21,22,103,9,99,99,.,-36,100,0,98,99
S=C1NC(c2ccccc2)=NCN1c1ccccc1,8,101,-1,100,100,14,-19,101,0,98,97
N#CC1=C2SCN(Cc3ccccc3)CN2C(=O)CC1c1ccc2c(c1)OCO2 (centres undefined),28,97,3,97,97,-2,-31,96,-6,96,97
N#Cc1c(NC(=O)c2ccncc2)sc2c1CCC2,10,97,69*,99,99,.,-45,100,0,98,97
COc1ccc(OC)c(S(=O)(=O)NC2CCCCC2)c1,3,99,-19,97,96,.,-34,97,0,97,95
Cc1cc(C)c(S(=O)(=O)/N=C2/C=C(SCC(=O)O)C(=O)c3ccccc32)cc1C,4,104,87*,108,103,.,28,100,2,95,114
CN(C(=O)/C=C/c1ccc2c(c1)OCO2)c1ccccc1,10,99,12,99,101,.,-17,98,-2,98,96
CC(C)(C)NC(=S)NCCc1ccccc1,11,105,14,101,100,3,-32,104,-34,100,100
CCOC(=O)c1sc(NC(=O)Cn2nnc3sc4c(c3c2=O)CCC(C(C)(C)C)C4)nc1C (centres undefined),3,97,15,96,93,-3,3,95,0,95,97
OCC1(CCOc2ccccc2)CCN(Cc2cccn2-c2ncccn2)CC1,3,101,5,97,98,-5,-13,98,-1,98,103
CC(=O)c1c(C)[nH]c(C(=O)NC2=NCCS2)c1C,7,103,3,101,98,.,-35,101,3,99,100
COc1ccc(-c2c(C(F)(F)F)oc3c(CN4CCN(C)CC4)c(O)ccc3c2=O)cc1,11,97,11,96,96,.,-27,95,0,95,98
CCOc1ccc(N(C(C)C(=O)NCc2ccco2)S(C)(=O)=O)cc1 (centres undefined),14,102,5,100,100,.,-13,104,-5,100,99
CC(C)Cc1nc2n[nH]c(N)c2c2c1CCC2,9,102,4,101,100,2,-26,100,1,99,99
Cc1ccc(/C=C(\C#N)C(=O)Nc2ccccn2)o1,8,96,-2,97,98,15,-24,99,0,95,98
COc1cccc(/C=C/C(=O)Nc2ccc3[nH]c(=O)[nH]c3c2)c1,11,94,32,91,90,7,-10,90,-3,95,92
O=C(NCCN1CCOCC1)c1cc(Sc2ccc(F)cc2F)nc2ccccc12,19,103,0,102,99,0,-5,100,-2,93,106
O=C(O)CN(c1ccc2c(c1)OCCO2)S(=O)(=O)c1ccccc1,12,102,14,99,98,.,5,97,-4,98,100
CN(CCCNS(=O)(=O)c1cccc2cccnc12)Cc1ccccc1,10,102,-5,103,101,.,-5,98,1,101,100
Cn1c(SCC(=O)N2CCN(c3ccccc3)CC2)nnc1-c1ccco1,9,100,13,99,99,0,-25,98,0,97,100
C/C(NCCCn1ccnc1)=C(\C#N)C(N)=O,4,106,9,104,101,9,-16,105,0,100,99
Cc1ccc(N)c2c1OCCC2=O,3,103,18,100,96,-1,-78,100,-1,100,100
CC(C)COCC1CC2(CC(C)C(=O)CC2=O)C(=O)O1 (centres undefined),14,99,30,103,102,-11,-35,102,0,99,100
